Mcl1 Noxa PPI – Mcl-1/Noxa binding inhibitors, primary screen, biochemical, TR-FRET, 1536-well; Induced myeloid leukemia cell differentiation protein Mcl-1 (Homo sapiens), Q07820; TR-FRET Mcl-1/Noxa peptide binding, 2 h; inhibition, % at 21.7 µM; actives 1.5% (n = 220,000); AID 1022, 2008;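 active = compounds that cut the protein-peptide binding signal by more than 50% relative to plate controls in a single-dose test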;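 note: His-tagged Mcl-1 with rhodamine Noxa BH3 peptide and terbium anti-His antibody; 0% = Mcl-1 plus Noxa peptide wells and 100% = peptide-only wells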
Target sequence (Q07820 whole entry, looked up): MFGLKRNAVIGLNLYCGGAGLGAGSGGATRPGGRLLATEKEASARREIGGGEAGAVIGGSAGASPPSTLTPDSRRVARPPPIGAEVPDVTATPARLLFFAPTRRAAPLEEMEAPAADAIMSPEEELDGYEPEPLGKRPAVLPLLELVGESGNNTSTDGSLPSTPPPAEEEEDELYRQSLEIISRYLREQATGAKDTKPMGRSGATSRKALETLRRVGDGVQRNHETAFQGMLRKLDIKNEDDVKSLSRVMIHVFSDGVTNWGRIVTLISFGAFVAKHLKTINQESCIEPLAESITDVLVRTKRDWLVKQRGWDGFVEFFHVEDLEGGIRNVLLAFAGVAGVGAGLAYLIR
Mcl1 Bid PPI – Mcl-1/Bid binding inhibitors, primary screen, biochemical, TR-FRET, 1536-well | inhibition, % at 21.7 µM | actives 0.97% (n = 220,000) | Induced myeloid leukemia cell differentiation protein Mcl-1 (Homo sapiens), Q07820 | TR-FRET Mcl-1/Bid-Dy647 peptide binding;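 active = compounds that cut the binding signal by more than half at the single screening dose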;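 note: His-tagged Mcl-1 with europium anti-His antibody binding Bid BH3 peptide; 0% = Mcl-1 plus peptide wells and 100% = peptide-only wells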
RGS8-Gao – RGS8-Galphao binding modulators, primary screen, biochemical, multiplexed bead flow cytometry. Guanine nucleotide-binding protein G(o) subunit alpha (Homo sapiens), P09471. actives lie on both sides. response (percent of control binding), % at 10 µM. actives 0.34% (n = 220,000). AID 1423, 2008; in the data active = response below about 60% or above about 140%; inactive = in between;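 note: Galphao activated as the GDP aluminium fluoride complex binding bead-coupled RGS8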
Target sequence (P09471 whole entry, looked up): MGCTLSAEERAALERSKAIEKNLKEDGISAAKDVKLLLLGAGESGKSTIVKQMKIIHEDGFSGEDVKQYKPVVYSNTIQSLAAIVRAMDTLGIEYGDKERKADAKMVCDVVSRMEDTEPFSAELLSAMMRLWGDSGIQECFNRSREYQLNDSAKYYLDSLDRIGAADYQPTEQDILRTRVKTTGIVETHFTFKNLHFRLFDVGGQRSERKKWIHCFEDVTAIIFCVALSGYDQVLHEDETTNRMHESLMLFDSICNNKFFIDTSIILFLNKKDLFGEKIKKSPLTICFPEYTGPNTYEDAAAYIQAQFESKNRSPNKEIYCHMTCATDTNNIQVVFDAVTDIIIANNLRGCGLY
Pf gametocyte – late stage P. falciparum gametocyte viability inhibitors, primary screen, ATP luminescence, HTS | inhibition, % at 10.9 µM | P. falciparum stage V gametocytes, 24 h | actives 0.065% (n = 150,000) | AID 743093, 2013;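 active = inhibition above the mean plus 3 SD of compounds within the control limits, set per campaign, cut at about 38% in these data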;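 note: 0% = DMSO wells and 100% = medium only without gametocytes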
Active calls of the source: *.

mol	Mcl1 Bid PPI	Pf gametocyte	Mcl1 Noxa PPI	RGS8-Gao
O=C(N/N=C/c1ccncc1)c1cnccn1	-4	17	-1	103
Cc1ccc(-c2cccc(C3CC=CC4C3C(=O)N(Cc3ccccc3)C4c3cc(C)ccc3F)c2)cc1 (stereo unspecified)	-47	-7	9	107
NC(=O)c1ccc(NC(=O)CCNC(=O)c2ccco2)cc1	-34	2	8	102
COCCCNC(=O)C1CCN(c2ccc(N3CCOCC3)nn2)CC1	-31	-15	4	101
CCCCC1(C)OC(=O)C(=Cc2ccc(-c3ccc(Cl)c(C(=O)O)c3)o2)C(=O)O1 (stereo unspecified)	-1	-12	28	98
Cc1nc2c(c(=O)c3ccccc3n2C)c(=O)n1-c1ccccc1	17	-2	7	101
O=C(Cn1cnc2scc(-c3ccc(Cl)cc3)c2c1=O)N1CCOCC1	-57	0	11	100
O=C(N/N=C/C(Cl)=C/c1ccc([N+](=O)[O-])cc1)C(=O)Nc1ccc(C(=O)O)cc1	10	-3	34	95
Cc1csc2ncc(C(=O)NCCC(c3ccccc3)c3ccccc3)c(=O)n12	5	-6	12	94
Cc1c(-c2ccccc2)nc(N)c(C#N)c1-c1cccnc1	-9	5	-3	99
CC(C)NC(=O)c1onc(CSc2ccccn2)c1C(=O)NC(C)C	-38	-2	-7	102
O=C(CC1C(=O)NCCN1Cc1ccc(-c2ccccc2)cc1)NCCCn1ccnc1 (stereo unspecified)	-56	3	-6	103
COc1ccc(NC(=O)CC2C(=O)NCCN2C(=O)c2ccc(N(C)C)cc2)cc1 (stereo unspecified)	-26	7	12	107
O=C(Cn1nc2ccccc2n1)N/N=C/c1ccc(F)cc1	-5	-5	13	100
NC(=O)c1nn(-c2ccccc2)nc1NC(=O)CN1CCOCC1	-16	-11	0	103

Record cards (already shown).
Cc1ccc(-c2cccc(C3CC=CC4C3C(=O)N(Cc3ccccc3)C4c3cc(C)ccc3F)c2)cc1 (stereo unspecified) is listed as Mcl1 Bid PPI: -47; Pf gametocyte: -7; Mcl1 Noxa PPI: 9; RGS8-Gao: 107
O=C(Cn1cnc2scc(-c3ccc(Cl)cc3)c2c1=O)N1CCOCC1 is listed as Mcl1 Bid PPI: -57; Pf gametocyte: 0; Mcl1 Noxa PPI: 11; RGS8-Gao: 100

Going on with the list:
mol	Mcl1 Bid PPI	Pf gametocyte	Mcl1 Noxa PPI	RGS8-Gao
O=C(NCc1ccc(Cl)cc1)c1cc(=O)[nH]c2ccc(S(=O)(=O)N3CCOCC3)cc12	-7	18	21	99
COc1ccc(N(CC(=O)NCc2ccncc2)S(=O)(=O)c2ccc(C)c([N+](=O)[O-])c2)cc1	-36	-5	-7	98
O=C(O)c1cccc(Nc2ncnc3ccc(Br)cc23)c1	-9	11	8	100
CC(C)(C)c1nnc(NC(=O)Nc2ccc(Cl)cc2)s1	1	5	7	103
Cc1ccc(/C=N/NC(=S)Nc2cccc(S(=O)(=O)N(C)C)c2)o1	-270	3	-90	104
Cc1[nH]n(-c2ccccc2)c(=O)c1/C=C1\C=NN=C1c1ccccc1	-42	-13	3	105
O=C(CSc1ncnc2nc[nH]c12)Nc1ccc(Br)cc1Cl	-19	-10	-19	97
Cc1c(NC(=S)N/N=C/C=C/c2ccccc2)c(=O)n(-c2ccccc2)n1C	-20	-2	13	101
COc1cc(/C=N/NC(=O)c2sc3ccccc3c2Cl)ccc1OC(=O)c1ccc([N+](=O)[O-])cc1	-15	-2	14	106
CCOC(=O)c1ccc(NC(=O)c2nc[nH]c2C(=O)N[C@@H](CCCCNC(=O)OC(C)(C)C)C(=O)OC(C)(C)C)cc1	-48	-6	-91	98
CC(C)N(C(C)C)S(=O)(=O)c1ccc(NN)nc1	-69	-11	-84	103
COc1cc(CC(NC(C)=O)C(=O)NC2CCN(c3nc(OC)nc(OC)n3)CC2)cc(OC)c1 (stereo unspecified)	-59	16	0	100
CCOC(=O)C1CCN(C(=O)c2cc(C)n(C(C)(C)C)n2)CC1	-12	-5	6	98
CCOC(=O)c1sc(N)c(C(=O)OCC)c1C	-64	2	-13	100
COc1ccc(CC2(C)OC(c3ccc([N+](=O)[O-])cc3)=NN2C(C)=O)cc1 (stereo unspecified)	2	-2	6	103

mol	Mcl1 Bid PPI	Pf gametocyte	Mcl1 Noxa PPI	RGS8-Gao
COc1ccccc1Cn1c(C(C)C)nc2ccccc21	-13	-15	4	95
Cc1ccc(-c2csc(/C=C3\SC(C)C(=O)N3CC(=O)Nc3ccccc3F)n2)cc1 (stereo unspecified)	-30	17	2	98
O=C1c2ccccc2NC(c2ccccc2)N1CCCN1CCOCC1 (stereo unspecified)	7	4	2	104
CCOC(=O)CN1C(=O)N(CC)C(C)=C(C(=O)OC)[C@@H]1c1ccccc1	-33	18	-16	102
C[n+]1ccc(/C=C/c2cccs2)cc1	-30	-34	-1	99
Cc1ccc(/C=N/n2c(-c3ccc(Cl)cc3)n[nH]c2=S)o1	-46	17	-21	99
O=C(CC1SC(=O)N(c2ccccc2)C1=O)Nc1ccc(Br)cc1 (stereo unspecified)	-110	12	-4	101
C=C1CCN([C@H](C(=O)NCc2ccc(Cl)c(Cl)c2)C(C)C)S(=O)(=O)c2ccccc21	-29	18	-21	93
CCOc1ccc(Nc2nc(N)nc(CCl)n2)cc1	-16	9	-5	100
NNC(=O)c1csc(Cc2c(Cl)sc3ccc(Cl)cc23)n1	-12	15	1	99
Cc1cc(C)n2nc(C(=O)Nc3ccn(Cc4ccccc4C)n3)cc2n1	-12	14	2	102
CCN1CCOC(CC(=O)Nc2cccc([N+](=O)[O-])c2)C1=O (stereo unspecified)	-67	0	-3	101
O=C(O)c1ccc(NC(=O)C2(c3ccccc3)CCCC2)cc1	-18	-7	-7	102
O=C(NCc1ccc2c(c1)OCO2)C1CCN(c2nccc(C(F)(F)F)n2)CC1	9	7	10	100
O=C(O)c1cccc(-n2c(O)c(C=C3N=c4ccccc4=N3)sc2=S)c1	-63	6	-37	100

mol	Mcl1 Bid PPI	Pf gametocyte	Mcl1 Noxa PPI	RGS8-Gao
CNc1ccccc1NC(=O)CCn1c(=S)oc2ccccc21	-49	-4	21	101
CCOC(=O)C1CCCN(c2nc3c(C)cccn3c(=O)c2/C=C(\C#N)C(=O)NCc2ccco2)C1 (stereo unspecified)	-13	14	14	100
COCCn1c(-c2ccc(Cl)cc2)nc2oc3cc(OC)ccc3c(=O)c2c1=O	35	2	21	100
COc1ccc(C2c3ccc(O)cc3Oc3ncn(CCN4CCOCC4)c(=N)c32)cc1OC (stereo unspecified)	-5	19	-10	101
O=C(Nc1cccc(S(=O)(=O)NC2=NCCC2)c1)c1cc(-c2ccccn2)nc2ccccc12	-8	1	14	98
CCCCn1c(CCC(=O)O)nc2cc(S(=O)(=O)N(CC)CC)ccc21	-6	-3	5	94
O=C(/C=C/c1cccs1)Nc1ccc(S(=O)(=O)Nc2ncccn2)cc1	-12	-14	7	102
CCn1c(C)nc2cc(C(=O)NNC(=S)Nc3ccccc3OC)ccc21	-37	-16	-2	100
CN(C)C(=O)Nc1ccccc1	17	17	1	94
CCCCCCCC1CC(=O)C=C(C)C1C(=O)OCC (stereo unspecified)	-7	-5	-4	101
CCOC(=O)c1[nH]cnc1C(=O)Nc1ccc(C)cc1	-19	-13	-2	103
O=C(/C=C/c1ccc2c(c1)OCO2)Nc1nncs1	-1	-3	8	96
Cc1cccc(C)c1-n1nnnc1-c1cnccc1C(F)(F)F	-1	10	13	98
CCc1ccc(N2C(=O)CC(N3CCN(c4ccccn4)CC3)C2=O)cc1 (stereo unspecified)	-31	4	1	97
COc1ccc(-n2c(-c3cc(-c4ccccc4)sc3N)n[nH]c2=S)cc1	-53	5	-1	98

mol	Mcl1 Bid PPI	Pf gametocyte	Mcl1 Noxa PPI	RGS8-Gao
COc1cc(/C=N/n2cnnc2-n2nc(C)cc2C)cc([N+](=O)[O-])c1O	-3	-15	12	101
CCNc1nc(NC(C)C)nc(N(C#N)C(C)C(=O)N(CC)CC)n1 (stereo unspecified)	-33	13	-10	104
CCCNC(=O)NC(=O)c1cnccc1C(F)(F)F	-9	18	10	102
CCN1CCN(Cc2ccc(NC(=O)c3cc(NC(=O)N4CCNC4=O)cc(OC)c3)cc2C(F)(F)F)CC1	-44	-1	12	104
CCOC(=O)C1CCCN(Cc2nc(CC3CC3)no2)C1 (stereo unspecified)	-4	15	-4	103
Cc1nn(-c2ccccc2)c(N)c1C1(O)C(=O)Nc2ccc([N+](=O)[O-])cc21 (stereo unspecified)	-8	-19	4	100
CCOc1c(Nc2cccc(Cl)c2)c(=O)c1=O	-25	-26	-13	111
CCc1ccc(NC(=O)N[C@H](C(=O)O)C(C)CC)cc1 (stereo partly specified)	13	-3	16	101
O=[N+]([O-])c1cccc(-c2cnc3ccccc3n2)c1	29	4	13	100
CC1=CC(=O)C(C(C)C)=C/C1=N/OS(=O)(=O)c1ccccc1	-51	10	17	103
COC(=O)c1ccc(S(=O)(=O)NCc2ccccc2)n1C	-9	-12	9	104
O=C(O)CNS(=O)(=O)c1c(Cl)cccc1Cl	-14	5	8	106
N=C1C(c2ccccc2)=C(O)CN1c1cccc(S(=O)(=O)N2CCCCC2)c1	-132	-13	-4	99
CC(C)c1nnc(NC(=O)CCC(=O)Nc2ccccc2)s1	-10	9	-20	100
Cc1ccc2nc(-c3ccc(NS(=O)(=O)c4c(C)n(C)c(=O)n(C)c4=O)cc3)sc2c1	-3	10	-7	101

mol	Mcl1 Bid PPI	Pf gametocyte	Mcl1 Noxa PPI	RGS8-Gao
CC(c1ccccc1)N1C(=O)/C(=C/c2ccncc2)SC1=S (stereo unspecified)	-24	-4	11	96
COc1ccc(CCNC(=S)NC(=O)c2cccc(Cl)c2)cc1OC	-36	7	7	98
Cc1nc(SCC(N)=O)c(C#N)c(C)c1C	-9	-51	6	98
C/C(=N/NC(=O)CN1CCN(S(=O)(=O)c2ccc(Br)cc2)CC1)c1ccncc1	-15	-12	4	90
CC(=O)SC1CC(=O)N(c2c(C)cccc2C)C1=O (stereo unspecified)	-39	-22	-11	99
CCN(CC)CCOC(=O)c1ccc(N/C=C(/C#N)c2nc(-c3ccc(OC)c(OC)c3)cs2)cc1	33	-11	-7	94
O=C(O)CCNC(=S)Nc1cccc(F)c1	-53	10	-7	108
COc1ccc(CCNC(=O)C(NC(=O)OCc2ccccc2)C(C)C)cc1OC (stereo unspecified)	-6	-27	7	99
COc1ccc(CCNC(=O)C2CC3Cn4c(nc5cc(C)c(C)cc54)C3N2C)cc1 (stereo unspecified)	-47	16	-4	100
CCOP(=O)(c1ccc(N(C)C)cc1)C(O)c1cccnc1 (stereo unspecified)	-19	-16	4	106
CCOC(=O)C1CCCN(C(=O)Nc2c(-c3ccccc3)noc2C)C1 (stereo unspecified)	-2	20	9	98
N#CCC(=O)N/N=C/c1coc2ccccc2c1=O	-84	-2	5	100
CCOC(=O)c1c(CN2CCC(C)CC2)n(C)c2cc(Br)c(OC)cc12	-32	-4	8	101
CN(c1ccccc1)S(=O)(=O)c1cccc(NC(=O)C2CC(=O)N(Cc3ccccc3)C2)c1 (stereo unspecified)	-18	4	4	103
CC(C)CCC1(CCNC(=O)c2cccs2)CCOC(C)(C)C1 (stereo unspecified)	-13	-18	19	103

mol	Mcl1 Bid PPI	Pf gametocyte	Mcl1 Noxa PPI	RGS8-Gao
CC(=O)Nc1nc2ccccc2n1Cc1ccc(Cl)cc1	-6	3	8	99
COc1ccc(C2=NOC(COc3ccc([N+](=O)[O-])cc3)C2)cc1 (stereo unspecified)	-20	-2	16	99
CCOC(=O)Cn1c(=O)c(C#N)cn(C(C)C)c1=O	3	-15	-3	95
O=C(N[C@H](C(=O)O)c1ccccc1)C1CCC(Cn2cnc3ccccc3c2=O)CC1 (stereo partly specified)	-15	7	-2	101
CCCCNC(=O)CSc1nc2ccc(Nc3nc(N4CCOCC4)nc(N4CCOCC4)n3)cc2s1	9	10	1	99
O=C(N=Nc1c(O)[nH]c2ccccc12)c1cc(-c2cccs2)[nH]n1	-47	-10	46	103
Cc1onc(-c2ccccc2)c1CNC(=O)Nc1ccc(C(F)(F)F)cc1	14	-25	16	102
CCC(C)C(NC(=O)c1ccccc1NC(=O)c1ccccc1)C(=O)O (stereo unspecified)	-26	-7	2	100
N#Cc1ccc(S(=O)(=O)Nc2ccc3ccccc3n2)cc1	0	-2	10	103
Cc1ccc(-c2cc3c(nn2)-c2ccccc2C3=O)cc1	-42	-4	22	98
NC(N)=NC(N)=Nc1cccc2ccccc12	-1	3	10	99
Nc1nnc(CC(=O)N/N=C/c2ccc(-c3ccc(Cl)cc3Cl)o2)s1	49	-4	51*	104
CC(C)OP(=O)(OC(C)C)/C(C=O)=N\Nc1ccc([N+](=O)[O-])cc1	-25	-2	12	103

These rows are one share of the data; count on the stated rates, not on these rows.
